# D1 agonist: Allosteric Agonists of the Human D1 Dopamine Receptor: qHTS. D(1A) dopamine receptor (Homo sapiens), P21728. HEK293 T-REx D1 cells, calcium flux, agonist mode. activation, % at 2 µM. hit rate 1% among 360,000. AID 504660, 2011; note: 0% is about no effect
# Target sequence (P21728 whole entry, looked up): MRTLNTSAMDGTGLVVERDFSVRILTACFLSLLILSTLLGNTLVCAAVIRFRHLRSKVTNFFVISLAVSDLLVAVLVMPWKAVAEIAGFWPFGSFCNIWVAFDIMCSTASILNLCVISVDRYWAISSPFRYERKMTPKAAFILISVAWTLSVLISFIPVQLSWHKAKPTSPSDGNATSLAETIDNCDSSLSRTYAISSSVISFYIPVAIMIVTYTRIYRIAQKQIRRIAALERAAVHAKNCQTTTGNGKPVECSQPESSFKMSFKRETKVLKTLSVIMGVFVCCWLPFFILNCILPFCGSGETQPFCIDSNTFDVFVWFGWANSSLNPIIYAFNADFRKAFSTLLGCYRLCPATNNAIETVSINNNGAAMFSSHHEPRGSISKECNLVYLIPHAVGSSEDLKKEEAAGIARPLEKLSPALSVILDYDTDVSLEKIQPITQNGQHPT
#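 Tetracycline-induced HEK293 TREx D1 cells, force-coupled to calcium signalling, were dye-loaded with a no-wash calcium kit. Compound was pin-added after a 10 s baseline. Fluorescence was read kinetically at 1 cycle/s for 180 s, with calcium rises flagged as agonism.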
# TRHR ag: qHTS for Small Molecule Agonists and Allosteric Enhancers of Human TRH Receptor: Primary Screen for Agonists; Thyrotropin-releasing hormone receptor (Homo sapiens), P34981; TRHR cells, calcium flux fluo-8, FDSS agonist mode; activation, % at 2 µM; hit rate 0.18% among 360,000; AID 493084, 2011; note: 0% is about no effect
# Target sequence (P34981 whole entry, looked up): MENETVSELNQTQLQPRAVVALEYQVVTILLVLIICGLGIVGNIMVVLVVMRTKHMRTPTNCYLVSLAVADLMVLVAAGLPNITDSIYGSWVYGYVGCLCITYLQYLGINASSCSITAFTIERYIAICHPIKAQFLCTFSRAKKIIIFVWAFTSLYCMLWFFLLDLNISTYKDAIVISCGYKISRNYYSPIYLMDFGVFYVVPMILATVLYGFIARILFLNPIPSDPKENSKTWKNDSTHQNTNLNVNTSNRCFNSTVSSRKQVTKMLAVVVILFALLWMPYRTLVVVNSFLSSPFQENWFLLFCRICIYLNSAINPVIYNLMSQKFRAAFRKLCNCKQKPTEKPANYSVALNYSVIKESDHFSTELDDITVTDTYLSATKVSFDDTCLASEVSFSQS
#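 In this calcium-flux screen, cells bearing human TRHR are dye-loaded with fluo-8, baselined for 10 cycles, then exposed to library compounds; positive kinetic calcium responses during the agonist phase mark hits, with TRH as control.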
# TRHR PAM: qHTS for Small Molecule Agonists and Allosteric Enhancers of Human TRH Receptor: Primary Screen for Enhancers; hit rate 0.66% among 360,000; enhancement, % at 2 µM; Thyrotropin-releasing hormone receptor (Homo sapiens), P34981; TRHR cells, fluo-8 calcium fluorescence, EC20 TRH enhancement; AID 493056, 2011; in the data active = enhancement above about 30%; note: 0% is about no effect
#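 Enhancer read-out: after compound pinning and an initial kinetic agonist-mode read, an EC20 of TRH (10 nM final) was injected and fluo-8 calcium signal (Ex 480/Em 530) followed at 1 s/cycle for 100 cycles in TRHR-expressing cells.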
# D1 potentiator: Potentiators of Human D1 Dopamine Receptor: qHTS; HEK293 TREx D1 cells, calcium flux, dopamine EC20 potentiation; D(1A) dopamine receptor (Homo sapiens), P21728; potentiation, % at 10 µM; hit rate 0.036% among 360,000; in the data active = potentiation above about 30%; note: 0% is about no effect
# D2 potentiator: HTS Assay for Positive Allosteric Modulators of the Human D2 Dopamine Receptor: Primary Screen for Potentiators | HEK293 T-REx D2, calcium flux, EC20 dopamine potentiation | D(2) dopamine receptor (Homo sapiens), P14416 | potentiation, % at 10 µM | hit rate 0.34% among 340,000;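 active = potentiation over 3 SD above the plate norm, cut at about 30% in these data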; note: 0% is about no effect
#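 Calcium flux readout, no-wash dye, 1 read/s. Inducible HEK293 Trex D2 line, overnight 30 C. Compound alone 180 s (agonist flags), then EC20 dopamine, another 180 s to score potentiation.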
# D2 antag: HTS Assay for Allosteric Antagonists of the Human D2 Dopamine Receptor: Primary Screen for Antagonists; D(2) dopamine receptor (Homo sapiens), P14416; HEK293 TREx D2 cells, calcium flux, dopamine EC80; inhibition, % at 10 µM; hit rate 2% among 340,000; AID 485344, 2010; in the data active = inhibition above about 30%; note: 0% is about no effect
#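 Overnight-induced (tetracycline, 30 C) HEK293 T-REx cells carrying force-coupled D2 receive a no-wash calcium dye, then compound, then EC80 dopamine at 180 s; signals are read kinetically throughout.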
# RXFP1 antagonist: qHTS Assay for Antagonists of the Relaxin Receptor RXFP1; Relaxin receptor 1 (Homo sapiens), Q9HBX9; activity change, negative = inhibition, % at 57.5 µM; HEK293-RXFP1, relaxin-stimulated cAMP HTRF, 30 min; active compounds read low; hit rate 0.59% among 350,000; AID 1259400, 2018;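 active = activity change of -60% or lower, but not beyond a set lower limit; inconclusive = change between -60% and -40%, or beyond the set limit; inactive = change above -40%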; note: % is set by controls: 0 for no effect and ±100 for the full control effect
# D1 antag: Antagonist of Human D 1 Dopamine Receptor: qHTS. D(1A) dopamine receptor (Homo sapiens), P21728. activity change, negative = inhibition, % at 10 µM. hit rate 3.2% among 360,000. HEK293 TREx D1 cells, calcium flux, dopamine EC80; active compounds read low. AID 504652, 2011; in the data active = activity change below about -30%; note: % is set by controls: 0 for no effect and ±100 for the full control effect
#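 Antagonism measured as reduced calcium response to an EC80 dopamine addition following 180 s compound pre-read; cells were inducible HEK293 Trex D1 plated overnight at 30 C, read kinetically at 1 cycle/sec.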
# D2 ag: HTS Assay for Allosteric Agonists of the Human D2 Dopamine Receptor: Primary Screen for Agonists; D(2) dopamine receptor (Homo sapiens), P14416; HEK293 T-REx D2 cells, calcium flux agonist mode; hit rate 0.53% among 340,000; activation, % at 2 µM;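 active = activation over 3 SD above normal in the single-dose calcium agonist read, cut at about 30% in these data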; note: 0% is about no effect
#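 HEK293 Trex D2 cells, tetracycline-induced, o/n 30 C 5% CO2; no-wash Ca dye, RT 30–90 min; 10-cycle baseline, 23 nl cpd added, kinetic Ca read 180 s; agonist hits = positive Ca response.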
# The depositor's hits bear a star; ? = inconclusive; . = no result given. Cut-off read from the data, not from the text of the source, unless noted: active = activation above about 30%; inactive = the rest.
SMILES,D1 agonist,TRHR ag,TRHR PAM,D1 potentiator,D2 potentiator,D2 antag,RXFP1 antagonist,D1 antag,D2 ag
CCC1CCCCN1CCNC(=O)C1CCN(S(=O)(=O)c2c(C)noc2C)CC1 (stereo not drawn),3,0.9,2,-3,8,-4,0,-1,1.3
O=C(O)c1ccc(N/N=C/c2cccc3cccnc23)cc1,2,-0.1,-6,0,-3,6,-2,-16,0.2
Cc1noc(/C=C/N(C)C)c1S(=O)(=O)N1CCCC(C(=O)NCc2ccco2)C1 (stereo not drawn),0,-0.5,10,0,6,.,-1,17,.
Cc1cc(NC(=O)c2cccc(F)c2)ncc1NC(=O)c1ccco1,0,0.2,0,14,-5,1,-10,-15,0.0
Cc1nc(NC(=O)CN2CCN(c3ccccc3F)CC2)sc1C(=O)N(C)C,0,-0.2,-3,6,-1,-15,9,-17,8.3
COc1ccccc1-c1cc(C(F)(F)F)n2ncc(S(=O)(=O)c3ccccc3)c2n1,1,0.4,0,-5,-7,-2,10,0,2.9
COc1ccc(S(=O)(=O)C(C#N)c2nc3ccccc3nc2N2CCCC(C)C2)cc1 (stereo not drawn),5,4.5,-1,-1,5,-9,-5,-7,3.7
Cc1cc(C)nc(/N=C(\N)Nc2ccc(OCc3ccccc3)cc2)n1,102*,50*,-3,1,-13,70*,6,-38*,63*
COc1ccc(NC(=O)CN(C)C(=O)c2cccc(S(=O)(=O)Nc3ccccc3Cl)c2)cc1,1,-0.4,2,-1,.,.,-15,5,.
Cc1ccc(-c2nc(SCC(N)=O)c(C#N)c3c2CCCC3)cc1,6,-0.6,4,-4,17,4,-10,20,0.3
Cc1ccc(CNC(=O)CN(c2ccc(Cl)cc2)S(C)(=O)=O)cc1,1,0.0,22,7,0,0,-11,3,-0.4
COc1ccccc1-n1c(=O)n(C)c2c(C(N)=O)nc(-c3cccc(OC)c3OC)nc21,1,-0.1,-1,-2,6,.,.,-24,0.1
CC(=O)c1c(C)oc2c(Cl)cc(NS(=O)(=O)c3cc(C)c(C)cc3C)cc12,7,-0.9,-2,-2,.,.,6,2,.
CCCC(C)C(=O)Nc1ccc(S(=O)(=O)N2CCCC2)cc1 (stereo not drawn),1,0.1,-3,-8,1,1,7,-6,-0.8
O=C1c2ccccc2NC(c2cccc(Cl)c2)N1N=C1CCCCCC1 (stereo not drawn),0,0.1,-2,-3,6,6,-14,-1,0.2
CCOC(=O)CSc1nnnn1-c1cc(OC)c(Cl)cc1OC,-1,-0.2,6,0,9,-4,4,6,0.9
CCOc1ccc(CN(C(=O)c2ccccn2)c2ccc(OC)c(Cl)c2)cc1,3,0.2,-8,.,-2,-17,-2,-6,-0.2
Cc1ccc(CSCCC(=O)NCCc2ccc(Cl)cc2)cc1,4,-0.2,0,-2,3,4,-6,-5,0.2
O=C(NCC(c1cccs1)N1CCOCC1)c1cc(-c2ccc(F)cc2)nc2ccccc12 (stereo not drawn),3,-0.8,-3,4,-25,.,-19,5,.
CCCCCC1CC(CC(=O)Nc2nncs2)C(=O)O1 (stereo not drawn),0,-1.6,-3,-8,-16,-3,-12,-20,-2.2
COc1cc2c(cc1OC)C(=S)NC1(CCCC1)C2,-5,-0.8,-6,1,1,-33,2,-5,0.3
O=C(Nc1ccc(Cl)cc1)NC1CCCCC1Cc1ccco1 (stereo not drawn),5,0.5,-6,-9,-8,-13,-14,-34*,2.8
COc1ccc(Cc2nnc(SCC(=O)Nc3ccc(C)c(Cl)c3)[nH]c2=O)cc1,-1,0.1,-3,-2,5,14,?,0,-1.1
C=CCOc1c(Cl)cc(C2NC(=O)NC(C)=C2C(=O)OC)cc1Cl (stereo not drawn),9,2.5,4,-18,6,1,-1,-16,-0.1
COc1ccccc1NC(=O)N(Cc1ccccc1)C1=NCC(C)S1 (stereo not drawn),2,1.6,7,-7,-3,-18,-13,-6,1.2
# Other entries.
SMILES,D1 agonist,TRHR ag,TRHR PAM,D1 potentiator,D2 potentiator,D2 antag,RXFP1 antagonist,D1 antag,D2 ag
CCOc1ccc(OCC)c(NC(=O)CC2Oc3ccc(C)cc3NC2=O)c1 (stereo not drawn),-1,-0.5,-6,.,26,0,.,-10,-0.4
O=C(NC1CCCCC1)C(c1cccnc1)N(C(=O)c1csnn1)c1ccccc1F (stereo not drawn),0,0.1,18,-14,-2,3,-1,3,0.7
CCn1c2c(c(=O)n3ncc(C(=O)Nc4cccc(Cl)c4C)c13)CN(Cc1ccc(OC)cc1)CC2,3,0.2,0,0,3,.,-4,11,-0.7
Cc1ccc(NC(=O)C(C)Sc2nc(=O)cc(N)n2-c2cccc(C)c2)cc1 (stereo not drawn),0,0.9,3,-1,-1,.,-16,-1,-0.4
CC1Cc2cc(S(=O)(=O)N3CCC(C(=O)N(C)Cc4ccccc4)CC3)ccc2N1C(=O)C1CC1 (stereo not drawn),1,-0.9,-6,-2,0,16,5,-12,-0.8
NS(=O)(=O)c1ccc(CCNCc2cc(Cl)ccc2OCc2ccccc2)cc1,57*,-0.1,-2,-6,5,4,2,-6,-0.7
CCC(=O)N1CCN(CCN=CC2=C(O)CC(c3ccc(OC)cc3)CC2=O)CC1 (stereo not drawn),-1,0.6,-5,-1,3,-16,4,-14,1.9
O=C(c1cccnc1)N1CCN(Cc2cccc(Br)c2)CC1,3,-0.4,13,3,9,-2,-10,-2,0.3
CCC1CCc2c(sc3nc(SCC(=O)NCc4ccco4)n(-c4ccccc4)c(=O)c23)C1 (stereo not drawn),1,0.3,-5,3,-4,11,-1,4,-0.5
CN(C)Cc1ccccc1COc1ccccc1,3,0.3,0,4,-15,-10,-17,26,-1.9
Cc1cc2c(n1-c1ccc(C(=O)O)cc1)CCCCC2,14,0.0,-1,-4,20,-12,.,-10,-2.3
Cc1cc(C)c(NC(=O)CS)c(Cl)c1,-2,1.1,3,4,4,13,-2,10,-0.4
c1cc2ccc3ccc(-n4cnnn4)c4ccc(c1)c2c34,-1,0.1,-2,-4,4,-8,-16,6,0.6
N#CNc1nc(O)cc(=O)[nH]1,4,0.6,-1,2,-8,10,0,31,1.7
Cc1ccc(CSc2ccc(S(=O)(=O)N3CCOCC3)cn2)cc1,7,0.7,3,0,9,-9,-4,-6,0.8
Cc1cc(C)n(CCC(=O)Nc2ccc(Cl)cc2)n1,0,-0.3,5,-6,-10,.,-2,4,-2.0
COc1ccccc1C(CNC(=O)c1ccc(OCc2c(C)noc2C)cc1)N1CCCC1 (stereo not drawn),6,0.7,-2,4,1,4,2,-9,8.2
CSc1nnc(-c2ccncc2)n1CCCN1CCCC1=O,3,0.2,2,-4,-1,-29,7,0,-0.2
O=C(c1cnc2n(c1=O)CCS2)N1CCCc2ccccc21,-1,-0.5,0,2,8,-2,14,7,0.5
CC(C)Cn1c(=O)c2ccccc2n2c(CCC(=O)Nc3ccc(F)cc3)nnc12,-1,0.3,-2,-6,3,.,-4,-24,0.7
CCCn1cc(S(=O)(=O)c2ccc(CC)cc2)c(=O)c2cc(F)c(N3CCN(C)CC3)cc21,0,0.2,10,-2,2,.,-17,11,0.5
O=C1CCCC(=O)N1c1ccc(NCCOCCO)c([N+](=O)[O-])c1,-2,0.7,2,6,17,4,-5,-28,0.1
Cc1cc(OCC(=O)N(C)C2CCCCC2)cc(C)c1Cl,5,0.0,1,12,7,-18,-16,17,-0.5
O=C(COc1ccc(Br)cc1CNCCCN1CCOCC1)Nc1ccccc1,4,0.7,-8,-4,-15,9,-9,-1,0.3
CC(C)Oc1ccc(C(=O)NC(=S)Nc2ccc(Cl)c(C(=O)O)c2)cc1,4,0.1,-1,5,1,-14,-6,-3,0.3

# 4 entries drawn at random from the list so far:
SMILES,D1 agonist,TRHR ag,TRHR PAM,D1 potentiator,D2 potentiator,D2 antag,RXFP1 antagonist,D1 antag,D2 ag
CC(C)Cn1c(=O)c2ccccc2n2c(CCC(=O)Nc3ccc(F)cc3)nnc12,-1,0.3,-2,-6,3,.,-4,-24,0.7
CCOc1ccc(OCC)c(NC(=O)CC2Oc3ccc(C)cc3NC2=O)c1 (stereo not drawn),-1,-0.5,-6,.,26,0,.,-10,-0.4
Cc1cc2c(n1-c1ccc(C(=O)O)cc1)CCCCC2,14,0.0,-1,-4,20,-12,.,-10,-2.3
N#CNc1nc(O)cc(=O)[nH]1,4,0.6,-1,2,-8,10,0,31,1.7

# Next structures:
SMILES,D1 agonist,TRHR ag,TRHR PAM,D1 potentiator,D2 potentiator,D2 antag,RXFP1 antagonist,D1 antag,D2 ag
CCOC(=O)c1[nH]c2cc3c(cc2c1NC(=O)CN1CCCCC1C)OCO3 (stereo not drawn),1,-0.3,-1,6,-17,16,.,4,0.2
CCOC(=O)C1CCCN(c2nc3c(S(=O)(=O)c4ccc(C)c(C)c4)nnn3c3ccc(Cl)cc23)C1 (stereo not drawn),1,-0.2,7,-3,-3,.,-10,-13,-0.3
Cc1cc(NC(=O)c2cc(Cl)ccc2Cl)no1,2,-0.2,19,-3,-13,-5,25,-11,0.1
Cn1cc(CN2CCC(n3nccc3NC(=O)c3ccccc3Cl)CC2)c2ccccc21,9,1.1,-5,-6,1,-18,?,-12,0.9
COc1cccc(NC(=O)COC(=O)c2ccco2)c1,0,0.0,-7,-7,6,-10,-5,-22,-0.4
CCOC(=O)COc1cc(-n2c(=S)[nH]c3ccccc3c2=O)c(Cl)cc1Cl,3,0.4,-3,-9,-9,-16,-22,-27,3.5
Cn1cnc(C(=O)N2CCN(C(=O)OC(C)(C)C)CC2)c1C(=O)N1CCN(C(=O)OC(C)(C)C)CC1,3,0.4,17,0,13,-10,.,0,-0.2
COc1ccc(Nc2nc(C)cc(C)c2C(N)=O)cc1OC,5,-0.5,1,7,3,-10,0,2,0.2
Cn1c(=O)c2sccc2n2c(CCCC(=O)NCCc3ccc(S(N)(=O)=O)cc3)nnc12,0,0.7,3,-4,5,14,20,-22,0.5
OCCC1CN(Cc2cccc3c2OCO3)CCN1C1CCCC1 (stereo not drawn),4,-0.6,-11,-2,-18,-4,-3,1,0.1
CCCN(CCC)C(=O)Cn1ccc(=N)c2ccccc21,2,0.1,17,-6,-3,-3,3,16,-0.1
O=C(COC(=O)c1cnccn1)c1ccc(OC(=O)c2ccccc2)cc1,1,1.5,-1,11,-14,-10,-3,4,0.0
Clc1ccc(COn2c(-c3ccc(Cl)cc3Cl)nc3ncccc32)cc1,2,-0.3,-14,-4,.,.,-10,.,.

# Screening data as filed in PubChem BioAssay.
